Source: PubChem
Spn PMK inh: blocks S. pneumoniae phosphomevalonate kinase | actives 0.49% (n = 65,000) | purified PMK, PK/LDH-coupled NADH absorbance 340 nm | AID 539 | inhibition, % at 10 µM;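 active = top-ranked compounds by inhibition in the single 10 µM screen, taking a fixed number of the strongest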;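 also: 0% = full reaction with DMSO carrier and 100% = background rate without enzyme reaction; no value below 0 was filed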
TNAP inhibition: human TNAP enzyme inhibitors, biochemical, luminescent (AID 518); purified TNAP enzyme, luminescent substrate readout; higher % means a stronger effect; one-dose inhibition, % at 20 µM; IC50 in µM for titrated hits; actives 0.09% (n = 64,000); in the data active = a potency from the dose series; inactive = the rest, 99 in 100 with inhibition below about 22%;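 also: plate controls were vehicle for no effect and reference inhibitor for full effect; many of its hits are not listed in these tables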
KRASV12 cytotoxicity: cytotoxicity in KRAS-transformed pancreatic duct cells, primary screen, cell-based, fluorescence, HTS (AID 431); HPDE-C7K KRASV12 cells, Alamar Blue viability, 48 h; higher % means a stronger effect; cytotoxicity, % at 10 µM; hits with a dose series show EC50 in µM; actives 1.7% (n = 63,000);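 active = compounds whose percent cytotoxicity in the single-dose primary screen, scaled between solvent and toxic-drug controls, exceeds 50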;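 also: 0% = DMSO solvent wells and 100% = doxorubicin-treated wells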
DPM-DC inhibit: S. pneumoniae DPM-DC inhibition. purified DPM-DC, PK/LDH coupled NADH fluorescence. calls only at 10 µM. actives 0.49% (n = 65,000);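 active = the 320 compounds with the highest percent inhibition in the single-dose primary screen, excluding strongly autofluorescent ones, cut at about 32% in these data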;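 also: kinetic rate of NADH fluorescence loss reporting ADP formed by the decarboxylase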
Bfl-1 inhibitors: Bfl-1 inhibitors, primary screen, biochemical, fluorescence polarization, FITC-Bid, mouse (AID 432). displacement, % at 20 µM; hits with a dose series show IC50 in µM. actives 0.02% (n = 64,000). FITC-Bid BH3 peptide fluorescence polarization displacement; higher % means a stronger effect; in the data active = a potency from the dose series; inactive = the rest, 99 in 100 with displacement below about 15%; also: strong numbers were not always called active
HPDE-C7 viability: HPDE-C7 pancreatic duct cell viability loss – fluorescence, HTS (AID 430); one-dose cytotoxicity, % at 10 µM; EC50 in µM for titrated hits; actives 1.8% (n = 63,000); HPDE-C7 pancreatic duct cells viability, fluorescence; higher % means a stronger effect;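 also: cells exposed to compound for 48 hours before viability readout; 0% = vehicle and 100% = reference cytotoxic drug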
HT1080 viability: cytotoxicity in HT1080 fibrosarcoma cells, cell-based, fluorescence readout (AID 620); cytotoxicity, % at 10 µM; hits with a dose series show EC50 in µM; HT1080 viability, fluorescence; higher % means a stronger effect; actives 0.42% (n = 87,000);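 also: cells exposed to compound overnight then 4 h with Alamar Blue; 0% = vehicle DMSO and 100% = killing control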
LYP inhibition: inhibition of human PTPN22 tyrosine phosphatase – biochemical, DiFMUP fluorescence, recombinant catalytic domain, 10 µM, primary screen (AID 606). recombinant LYP catalytic domain, DiFMUP fluorescence; higher % means a stronger effect. one-dose inhibition, % at 10 µM; IC50 in µM for titrated hits. 52,000 tested, under 10 active;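 active = IC50 under 40 µM in the dose-response test; inactive = IC50 of 40 µM or more, or never dose-tested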
MK inhibit: S. pneumoniae mevalonate kinase inhibition | purified MK, PK/LDH-coupled NADH absorbance 340 nm | inhibition, % at 10 µM | actives 0.48% (n = 65,000) | AID 555;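 active = ranked among the strongest by inhibition in the single 10 µM screen, a fixed top-ranked set picked for dose follow-up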; also: no value below 0 was filed
Spn PMK inh pilot replicates: also measured in Spn PMK inh; calls as there; inhibition, %; measured here: pilot screen replicates
MK inhibit pilot replicates: second read-out of MK inhibit, no call of its own (marks repeat the call); inhibition, %; measured here: pilot screen replicates
DPM-DC inhibit pilot screen %: second read-out of DPM-DC inhibit, no call of its own (marks repeat the call); inhibition, %; measured here: pilot screen trials
* = called active by the depositor; i = inactive; nt = no result given. Rule as the data show it, unless noted: active = cytotoxicity above about 50%; inactive = the rest.

SMILES	Spn PMK inh	TNAP inhibition	KRASV12 cytotoxicity	DPM-DC inhibit	Bfl-1 inhibitors	HPDE-C7 viability	HT1080 viability	LYP inhibition	MK inhibit	others
O=C(CCn1c(=O)oc2ccccc21)N1CCN(c2ccccc2Cl)CC1	20	10%	46%	i	-5%	57%*	43%	4%	0	Spn PMK inh pilot replicates=0.5;MK inhibit pilot replicates=0.0;DPM-DC inhibit pilot screen %=0.0
Cc1cc(NC(=O)CC23CC4CC(C2)CC(CC(=O)Nc2cc(C)on2)(C4)C3)no1	7	4%	5%	i	0%	-11%	12%	15%	8
CCCN1C2CCCC1CC(NC(=O)c1ccc(F)cc1)C2 (configuration not stated)	10	6%	1%	i	-4%	1%	-9%	-1%	7
Cc1cc(C(=O)Nc2c(C)nn(Cc3ccccc3Cl)c2C)no1	17	6%	-8%	i	-7%	2%	-1%	10%	0
COc1ccc(Cl)cc1C(=O)Nc1nnn(C)n1	23	8%	-5%	i	-9%	-3%	-1%	nt	2
CC(NC(=O)c1ccc(Cl)cc1)C(=O)N1CCCCC1 (configuration not stated)	7	5%	6%	i	-3%	3%	4%	-5%	6
O=S(=O)(N1CCCCC1)N1CCCN(S(=O)(=O)N2CCCCC2)CC1	6	4%	2%	i	-6%	-11%	5%	-3%	14
COc1cccc(C(=O)Cn2c(=O)n(CC3CCCO3)c(=O)c3ccccc32)c1 (configuration not stated)	1	11%	-12%	i	4%	1%	nt	-5%	0
O=C(c1cc(-c2ccccc2O)on1)N1CCc2ccccc2C1	2	2%	1%	i	-4%	-18%	3%	7%	5
Cc1cc(Br)ccc1NC(=O)C1CCCO1 (configuration not stated)	0	6%	-4%	i	-1%	10%	3%	6%	0
O=C(NCc1ccc(F)cc1)c1cccc(S(=O)(=O)N2CCCC2)c1	10	6%	-18%	i	-5%	-11%	9%	nt	0
COC(=O)c1ccc(C2CC(=O)Nc3cc(OC)c(OC)c(OC)c32)cc1 (configuration not stated)	2	12%	15%	i	2%	5%	-1%	nt	0	Spn PMK inh pilot replicates=1.0;MK inhibit pilot replicates=0.5;DPM-DC inhibit pilot screen %=1.5
CC(=O)Nc1cccc(Oc2cc(C#N)c(C#N)cc2N2CCCCCC2)c1	0	9%	35%	i	-5%	42%	1%	2%	2
N=C1C(c2ccccc2)=C(O)CN1c1ccccc1N1CCOCC1	1	10%	-6%	i	11%	-6%	-1%	nt	9
COc1ccc(C(=O)N2CCCC2)cc1	8	11%	-8%	i	-1%	-1%	26%	4%	5
CN(C)c1nc(SCCOC(=O)Nc2ccccc2)nc(N(C)C)n1	5	11%	16%	i	-8%	19%	8%	10%	8
O=C(NCc1cccs1)c1csc2c1CCCCC2	19	11%	-9%	i	2%	-19%	36%	6%	11
Cc1ccnc(NS(=O)(=O)c2ccc(NC(=O)Cc3cccs3)cc2)n1	0	14%	-20%	i	-8%	-39%	3%	-3%	0	Spn PMK inh pilot replicates=0.5;MK inhibit pilot replicates=0.5;DPM-DC inhibit pilot screen %=0.0
Cc1nn(-c2ccccc2)c(N2CCCCC2)c1/C=N/O	0	12%	2%	i	-6%	6%	nt	-8%	4
CC(C)NC(=O)NC(=O)COc1cccc2c1OC(C)(C)C2	15	5%	-11%	i	-5%	-15%	-2%	-8%	2	Spn PMK inh pilot replicates=6.0;MK inhibit pilot replicates=2.5;DPM-DC inhibit pilot screen %=1.0
Cc1cc(NC(=O)CCCC(=O)O)nc(C)n1	9	5%	-2%	i	-1%	1%	-3%	nt	3
CCCn1c(SCC(=O)Nc2nnc(C)s2)nnc1-c1ccoc1C	21	5%	-13%	i	-5%	-8%	-7%	11%	5
O=C1CNC(=O)N1Cc1ccc(Br)cc1	0	4%	-8%	i	3%	-31%	0%	-1%	7
O=C(c1ccc(CN2CCOCC2)cc1)N1CCC(Cc2ccccc2)CC1	0	14%	-3%	i	-2%	8%	12%	6%	7
c1ccc(CSc2nnc(NC3=NCCCCC3)s2)cc1	0	7%	-24%	i	-1%	-8%	12%	nt	4
CCOC(=O)C(CO)(NC(C)=O)C(=O)OCC	12	8%	-5%	i	-7%	-3%	3%	16%	0
NC(=O)CSc1oc(-c2cccs2)nc1S(=O)(=O)c1ccccc1	3	nt	nt	i	nt	nt	20%	12%	16
c1cn(CCCNC2=NCCCCC2)cn1	16	9%	5%	i	-4%	9%	8%	nt	0
Cc1ccc2[nH]c(=O)c(CN(Cc3nnnn3Cc3ccccc3)C3CCCC3)cc2c1	15	4%	-9%	i	-5%	-16%	11%	-22%	11
CC(C(=O)N(C1CC1)C1(C(=O)Nc2ccccc2)CCCC1)N1C(=O)c2ccccc2C1=O (configuration not stated)	11	-2%	-2%	i	-1%	2%	-7%	9%	0
COc1ccc(Nc2oc(COc3cccc(C)c3)nc2C#N)cc1	0	9%	4%	i	-5%	8%	0%	2%	9
c1ccc(-c2cnc(-c3cccnc3)o2)cc1	8	10%	1%	nt	-1%	10%	-6%	1%	3
CCCCOC(=O)CSc1nc2c(cc1C#N)C(=O)CC(C)(C)C2	4	4%	23%	i	1%	16%	-13%	9%	9	Spn PMK inh pilot replicates=1.5;MK inhibit pilot replicates=4.0;DPM-DC inhibit pilot screen %=0.0
COCc1c(C(=O)OCC(=O)N2c3ccccc3CC2C)oc2ccccc12 (configuration not stated)	13	5%	8%	i	2%	-1%	12%	9%	0
CC(C)CNC(=O)c1cccc(NC(=O)C2CCCO2)c1 (configuration not stated)	0	9%	-13%	i	-2%	-13%	-2%	3%	5
COC(=O)CN(c1ccccc1OC)S(=O)(=O)c1ccccc1	9	9%	-5%	i	-3%	-9%	8%	4%	4
CS(=O)(=O)N1CCc2cc(S(=O)(=O)N3CCN(Cc4ccc5c(c4)OCO5)CC3)ccc21	1	9%	8%	i	-2%	6%	4%	4%	11
Cc1onc(-c2c(Cl)cccc2Cl)c1C(=O)N1CCc2ccccc21	0	6%	-10%	i	-9%	-20%	5%	nt	0	Spn PMK inh pilot replicates=7.0;MK inhibit pilot replicates=2.5;DPM-DC inhibit pilot screen %=0.0
CCOC(=O)c1ccccc1NC(=O)CSc1nccn1C	4	-4%	25%	i	-1%	21%	11%	1%	3	Spn PMK inh pilot replicates=3.0;MK inhibit pilot replicates=4.0;DPM-DC inhibit pilot screen %=1.5
O=C(CSc1ncnc2ccccc12)NCc1ccco1	5	7%	0%	i	3%	8%	-3%	nt	0
CCCC(=O)Nc1cc(OC)c(OC)cc1C(=O)O	0	9%	2%	i	-4%	7%	nt	8%	0
COc1cccc2cc(-c3cn4cccc(C)c4n3)c(=O)oc12	0	2%	7%	i	-3%	10%	-3%	-3%	0
CCCCOc1ccc(C(=O)OC2CC(C)N(C)CC2C)cc1 (configuration not stated)	4	10%	82%*	i	-4%	62%*	-4%	5%	0
CSc1c[n+]2c(n1C)CCC2	7	10%	-18%	i	5%	-8%	9%	nt	1
Cc1ccc(-n2c(C)cc(C(=O)COC(=O)c3c(C)noc3C)c2C)cc1	8	-2%	-12%	i	3%	1%	5%	8%	2
O=C(CSc1nc2c(c(=O)[nH]1)CCC2)Nc1cccc(Cl)c1	13	-3%	8%	i	3%	5%	-5%	9%	6
CCOC(=O)c1sc2ncn(CC(=O)N(CC)CC)c(=O)c2c1C	11	4%	-1%	i	-1%	-6%	-7%	-1%	6
CCOC(=O)C1CCN(c2c(N3CCCCCC3)c(=O)c2=O)CC1	0	12%	2%	i	-2%	-2%	6%	-1%	14	Spn PMK inh pilot replicates=3.0;MK inhibit pilot replicates=1.0;DPM-DC inhibit pilot screen %=13
CC(C)(C)NC(=O)c1ccccc1-c1nc(-c2ccccc2Cl)no1	15	9%	13%	i	-2%	10%	-5%	nt	8
Cc1ccccc1Nc1nnc(SCC(=O)NCc2ccco2)s1	14	3%	1%	i	1%	3%	3%	nt	0
CC(=O)C(Sc1nc(-c2ccc(F)cc2)nc2c1c(=O)n(C)c(=O)n2C)C(C)=O	0	3%	-9%	i	-4%	-7%	2%	-2%	6
Cn1c(CCNC(=O)c2ccco2)nc2cc(NC(=O)NC3CCCCC3)ccc21	12	8%	-5%	i	4%	-9%	5%	5%	6
COCCNc1cc(C)c(C#N)c2nc3ccccc3n12	5	10%	-7%	nt	3%	-2%	-12%	18%	9
COCCOC(=O)c1c(C)oc2ccc(NS(=O)(=O)c3ccccc3)cc12	12	18%	17%	i	-5%	13%	11%	nt	8
CCN(CC)C(=O)CSc1nnc(-c2cnccn2)n1-c1ccccc1	9	8%	-12%	i	0%	-11%	-6%	-11%	7
COc1ccc(-c2csc(=Nc3ccccc3)n2CCO)cc1	17	5%	32%	i	3%	34%	nt	nt	0
CCOC(=O)CNS(=O)(=O)c1ccc(S(=O)(=O)N2CCCC2)cc1	0	3%	-9%	i	4%	-4%	0%	5%	8
O=C(CS(=O)(=O)c1cn(Cc2ccc(Cl)cc2)c2ccccc12)N1CCCC1	0	15%	7%	i	-8%	-2%	-2%	nt	8	Spn PMK inh pilot replicates=3.5;MK inhibit pilot replicates=0.5;DPM-DC inhibit pilot screen %=3.0
COc1cc(OC)cc(C(C(=O)NCc2ccccc2)N(Cc2ccco2)C(=O)c2ccno2)c1 (configuration not stated)	0	6%	-9%	i	-5%	-8%	-19%	7%	8
Cc1occc1-c1nnc(SCc2nnc(-c3ccc(Cl)cc3)o2)n1C	15	9%	0%	i	4%	0%	-2%	13%	8
Cc1c(Br)cc(C(=O)O)c(C)c1C	0	5%	-6%	i	-3%	2%	-3%	13%	12
N#Cc1c2n(c(=S)n(-c3ccccn3)c1=O)CCCCC2	16	11%	0%	i	4%	-14%	3%	-7%	2	Spn PMK inh pilot replicates=1.0;MK inhibit pilot replicates=3.0;DPM-DC inhibit pilot screen %=0.5

A stretch taken from the entries so far:
SMILES	Spn PMK inh	TNAP inhibition	KRASV12 cytotoxicity	DPM-DC inhibit	Bfl-1 inhibitors	HPDE-C7 viability	HT1080 viability	LYP inhibition	MK inhibit	others
CCCC(=O)Nc1cc(OC)c(OC)cc1C(=O)O	0	9%	2%	i	-4%	7%	nt	8%	0
COc1cccc2cc(-c3cn4cccc(C)c4n3)c(=O)oc12	0	2%	7%	i	-3%	10%	-3%	-3%	0
CCCCOc1ccc(C(=O)OC2CC(C)N(C)CC2C)cc1 (configuration not stated)	4	10%	82%*	i	-4%	62%*	-4%	5%	0
CSc1c[n+]2c(n1C)CCC2	7	10%	-18%	i	5%	-8%	9%	nt	1
Cc1ccc(-n2c(C)cc(C(=O)COC(=O)c3c(C)noc3C)c2C)cc1	8	-2%	-12%	i	3%	1%	5%	8%	2
